NPYLR7 ag = mosquito NPYLR7 agonism; hit rate 0.15% among 270,000; activation, % at 10 µM; HEK293T NPYLR7/Galpha15, GCaMP6s calcium fluorescence; in the data active means activation above about 40%;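 further: 0% = vehicle and 100% = reference agonist at the receptor; some compounds past the cut are filed as inactive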
mcGAS inh = inhibitors of mouse cGAS | Q8C6L5 | recombinant cGAS, Kinase-Glo ATP depletion luminescence | inhibition, % at 12.5 µM | hit rate 0.15% among 160,000 | AID 1259399;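 further: 0% = negative control wells and 100% = reference inhibitor with no enzyme activity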
hcGAS lum = inhibitors of human cGAS | AID 1259398 | hit rate 0.081% among 290,000 | inhibition, % at 12.5 µM | recombinant h-cGAS, ATP depletion, Kinase-Glo luminescence;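 further: 0% = vehicle reaction and 100% = reaction without DNA for no activity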
Target sequence (Q8N884 whole entry, looked up): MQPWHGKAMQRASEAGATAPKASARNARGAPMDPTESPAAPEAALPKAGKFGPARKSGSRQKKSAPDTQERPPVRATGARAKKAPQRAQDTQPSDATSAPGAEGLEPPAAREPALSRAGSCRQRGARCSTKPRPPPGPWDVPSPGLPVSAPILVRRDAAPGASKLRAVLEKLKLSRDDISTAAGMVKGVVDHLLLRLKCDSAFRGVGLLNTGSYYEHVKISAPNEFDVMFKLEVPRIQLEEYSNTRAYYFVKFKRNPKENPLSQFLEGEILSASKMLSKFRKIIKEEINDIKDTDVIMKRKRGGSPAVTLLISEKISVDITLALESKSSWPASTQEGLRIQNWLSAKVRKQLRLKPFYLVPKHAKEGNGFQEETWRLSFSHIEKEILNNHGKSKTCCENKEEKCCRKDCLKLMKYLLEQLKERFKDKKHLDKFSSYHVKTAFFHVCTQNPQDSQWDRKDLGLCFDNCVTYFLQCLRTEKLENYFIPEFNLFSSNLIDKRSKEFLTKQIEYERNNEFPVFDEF
Starred values were filed as active, the others as inactive; . = not tested or not shown; & = joins results of further samples. Unless noted, no stated cut-off is given here; in the data, active means inhibition above about 40%; inactive means the rest.

SMILES | NPYLR7 ag | mcGAS inh | hcGAS lum
Cc1cccc(/C=N\NC(=O)c2cc(C)nc3ccccc23)n1 | 14 | -4 | -4
CN(C)c1ccc(NC(=O)Nc2ccc(C(F)(F)F)cc2)cc1CN(C(=O)c1ccc(F)cc1)C1CC1 | 24 | -9 | -10
CCOC(=O)c1c(C)n(C)c2c1cc(OC)c1ccccc12 | 6 | -6 | -5
Cc1noc(C)c1C(=O)NCCc1ccccc1F | 10 | -6 | -18
C=CCn1c(NCc2ccc(C)cc2)nc2c1c(=O)[nH]c(=O)n2C | . | -6 | -2
O=C1C=CC2=C3c4cc(O)c(O)cc4C[C@@]3(O)COC2=C1 | 12 | 4&30 | 6&18
CCc1nncn1CCNC(=O)NCc1c(C)cc(C)cc1C | -1 | . | -5
CN(Cc1ccc(C(=O)O)cc1)Cc1nc2ccccc2n1C | 25 | . | -5
O=C(CCc1cc(=O)[nH]o1)N1CCCC(c2ccn[nH]2)C1 (stereo unspecified) | 6 | . | -4
COc1cccc(Oc2cnn(C)c(=O)c2Nc2cccc(C(=O)O)c2)c1 | 13 | -7 | -7
COc1ccc(-c2cc(C(=O)NCc3cccc(C(F)(F)F)c3)n3nc(C(C)(C)C)cc3n2)cc1 | 12 | -6 | -8
CCN(Cc1ccccc1NC(=O)Cn1cccn1)C(=O)OC(C)(C)C | 6 | . | 5
O=C(c1csc2nc(-c3ccccc3)cn12)N1CCCC(c2cc(=O)[nH]cn2)C1 (stereo unspecified) | . | -8 | -1
O=C(COc1ccccc1F)Nc1nnc(SCc2ccccc2)s1 | 0 | 1 | 0
O=C(c1ccccc1)c1ccc2c(c1)N=C1CCCC(=O)C1C1c3ccccc3C(=O)N21 (stereo unspecified) | -6 | -1 | 0
CC(C)/C=C/C(=O)N1CCC(CO)(Cc2ccccc2C(F)(F)F)CC1 | -18 | 3 | 4
CCOc1ncccc1C(=O)N(C)CCc1nc2ccc(F)cc2[nH]1 | -2 | . | -4
Nc1ncc(Br)cc1[N+](=O)[O-] | 2 | . | -2
COCCN(Cc1cccc(F)c1)Cc1ccc(C(O)(c2cccc(F)c2)c2cccc(F)c2)o1 | -11 | -6 | -5
CC1(C)CN(CCC#N)C(=O)CN(C(=O)CCc2ccccc2)C1 | 2 | -10 | 3
Cc1cc(N2CCCN(Cc3ccc4[nH]ccc4c3)CC2)ccn1 | 3 | . | -4
O=S1(=O)N=C(N=Nc2c(O)[nH]c3ccccc23)c2ccccc21 | -17 | 0 | 3
C=CCNC(=O)N1CCSC12C(=O)N(Cc1cccc(C)c1)c1ccc(Cl)cc12 (stereo unspecified) | 3 | -4 | -8
O=S(=O)(NC1CCSc2ccccc21)c1cccs1 (stereo unspecified) | 8 | -3 | -4
CC(=O)c1ccc(OCC(=O)NCCSCc2ccsc2)cc1 | -2 | . | -6

Next part.
SMILES | NPYLR7 ag | mcGAS inh | hcGAS lum
N#Cc1c(OCC(=O)N2CCCC3CCCCC32)[nH]c2ccccc12 (stereo unspecified) | -2 | . | 3
COCC(C)Nc1c(F)cc(C#N)cc1F (stereo unspecified) | 21 | . | -9
CCN(Cc1ccoc1)C(=O)NCCNC(=O)c1cccc(C)c1 | 2 | . | -3
CCCc1cnc(N2CCC3(CC2)CNC(=O)C3)nc1 | 3 | -17 | -5
O=C(c1cn2ccccc2n1)N1CCC(N2CCCC(C(=O)N3CCCC3)C2)CC1 (stereo unspecified) | 1 | -13 | -8
CN1CCN(C)C2(CCN(C(=O)c3c(O)ccc4ccccc34)CC2)C1 | 20 | . | -4
CS(=O)(=O)N1CCC(c2nn(CC(=O)Nc3cc(F)ccc3F)c(=O)n2-c2cccs2)CC1 | -7 | -5 | -6
Cc1cc2ncn(CC3CCN(C(=O)CN4C(=O)CCC4=O)CC3)c2cc1C | -1 | . | -10
O=C(CSCc1cc(=O)n2ccsc2n1)Nc1cc(Cl)ccc1N1CCCCC1 | 0 | . | -1
COCC(=O)N1CCSC12C(=O)N(Cc1ccccc1Cl)c1ccc(C)cc12 (stereo unspecified) | 11 | -4 | -2
O=C(NNS(=O)(=O)c1ccccc1-c1ccccc1)C1CCCC1 | 3 | -18 | -6
CN(CCc1noc(C2CC2)n1)CC[C@H]1CCCN1C | . | -7 | -14
CCC(=O)C1=C(c2cccs2)N(C(=O)CC)n2c(nnc2-c2ccccc2)S1 | 5 | . | -10
CC1(C)O[C@@H]2C[C@@](OCc3ccccc3)(C(=O)NCCN3CCCC3)CC(OCc3cccc(C(F)(F)F)c3)[C@@H]2O1 (stereo partly specified) | 7 | -3 | -4
CCOc1ccc(CN(CCc2c[nH]c3ccccc23)C(=O)CN(CCOC)C(=O)c2cccc(F)c2)cc1 | 18 | -5 | -7
CCCn1c(=O)c2c(nc3n2CCN3c2ccc(OC)cc2)n(C)c1=O | 0 | . | -13
CC(C)CN1CCCC1(C)C(=O)NCCc1ccccn1 (stereo unspecified) | -5 | -2 | -4
Cc1cc(C(=O)Cn2nc(-c3cccs3)oc2=O)c(C)n1C1CC1 | 8 | . | -8
CC(C)COCCCNC(=O)C1CCN(C(=O)c2ccc(F)cc2)CC1 | 4 | . | -3
COc1cc2c(cc1CNC(=O)c1cnn3ccn(C)c13)OCCO2 | -2 | . | 1
C#CCOCC(O)CN(Cc1ccc(F)cc1F)CC1CC(c2ccccc2C)=NO1 (stereo unspecified) | -4 | -3 | 1
CCc1ccc(-c2c(-c3ccccc3)ncn2CCCO)nc1 | 1 | . | 1
Cn1c(SCC(=O)Nc2ccc3c(c2)OCO3)nc2c(-c3ccccc3)c[nH]c2c1=O | -3 | -6 | -2
CCN(CC)c1ccc2cc(-c3nnc(Nc4ccc(F)cc4)s3)c(=O)oc2c1 | 5&8 | -4&-1 | -5&0
CCOc1nc(-c2cccc(C(F)(F)F)c2)n(-c2ccc(NC(=O)Nc3cccc(Cl)c3)cc2)n1 | . | -6 | -7

(listing goes on)
SMILES | NPYLR7 ag | mcGAS inh | hcGAS lum
COc1cc(NC(=O)Nc2cc(C)on2)c(OC)cc1Cl | 0 | . | -7
Cn1cc(Br)c(C(=O)N2CCC(Cc3ccccc3)CC2)n1 | 18 | -8 | -6
COc1ccc(-c2cc(C(=O)NCCCN3CCCCC3C)c(C)n2-c2ccccc2F)cc1 (stereo unspecified) | -12 | -5 | -18
COC(=O)C1=C(C)NC2=C(C(=O)CC(c3ccc(OC)cc3)C2)C1c1cccc2ccccc12 (stereo unspecified) | 17 | -5 | -7
CC(NC(=O)c1ccoc1)c1ccc(OC(F)F)cc1 (stereo unspecified) | -2 | . | 11
CSc1ccsc1C(=O)NCc1ccc(C(=O)NC2CC2)cc1 | 8 | . | -11
CN(Cc1cn(C)nc1-c1cccc(Cl)c1)CC1Cc2ccccc2O1 (stereo unspecified) | 17&-4 | -5 | -7&-1
CC12CCC3C(CC3(C)C)C(C)(CCC1=O)O2 (stereo unspecified) | -12 | . | -3
Cc1noc(-c2cccc(C(F)(F)F)c2)c1C(=O)NCCc1cnc[nH]1 | 4 | -5 | -1
CCCc1nc(CNC2CCSCC2)cs1 | 3 | -8 | -11
COc1cc(C(=O)NCC2(c3ccccc3)CC2)ccc1C | 0 | . | -9
CC(C)(C)C(=O)N1N=C(c2cccc(NS(C)(=O)=O)c2)CC1c1ccccc1 (stereo unspecified) | . | -9 | -9
Cn1nnc2c(SCC(=O)N3CCC(Cc4ccccc4)CC3)ncnc21 | 1 | . | -6
C=CCn1c(C)c(C)n2c3c(=O)n(Cc4cccc(C)c4)c(=O)n(C)c3nc12 | 3 | -9 | -2
COc1ccc(C(C)NC(=O)c2cc(Cl)ccn2)c(OC)c1 (stereo unspecified) | -26 | . | -5
Cc1ncsc1CCN(C)Cc1ccccn1 | 11 | . | 0
O=C(c1nc2ccccc2s1)N(CCN1CCOCC1)c1nc2c(F)cccc2s1 | 19 | . | -11
O=C(c1ccco1)N1CCC(c2nc(-c3ccccc3F)no2)CC1 | 8 | -8 | -9
CC(C)(C)c1noc(CCCC(=O)NCc2ccccc2N2CCCC2)n1 | -9 | . | -1
CCC1(c2ccccc2)NC(=O)N(NC(=O)Cn2cnc3sc(-c4ccccc4)cc3c2=O)C1=O (stereo unspecified) | 4 | . | -6
Cc1ccc(NC(=O)NC(=O)CSc2nnc3ccccn23)cc1C | 18 | . | -11
Cc1cc(C(=O)N(CCCN2CCOCC2)c2nc3c(F)cccc3s2)n(C)n1 | 2 | -5 | -4
Cc1ccc(S(=O)(=O)N2CCCC(N3CCN(c4ccccc4F)CC3)C2)cc1 (stereo unspecified) | 0 | . | -5
Clc1ccc(C=NNC2=Nc3cccc4cccc2c34)cc1 | -6 | . | -1
CCC(C)C(=O)NC(C)c1ccc(-c2csc(C)n2)cc1 (stereo unspecified) | 1 | . | -6

Remaining list, next part
SMILES | NPYLR7 ag | mcGAS inh | hcGAS lum
Cc1c(C)c(C(=O)N2CCOCC2)n(Cc2ccc(F)c(F)c2)c1C | . | -4 | -3
Cc1ccc(O)c(C(=O)CC(O)(c2ccccc2)C(F)(F)F)c1 (stereo unspecified) | -4 | . | 0
COc1cccc(CNC(=O)N2CCC(Cn3cc(CO)nn3)CC2)c1 | 0 | . | -6
CSc1ccc(C(=O)N2CCC(n3cnc4cc(C(F)(F)F)ccc43)CC2)cc1 | 1 | -4 | 0
CC(C)CC(=O)NCC(c1cccs1)N1CCCCCC1 (stereo unspecified) | . | -4 | -7
COc1ccc(CN2C(=O)CC(C(N)=O)SC2=Nc2ccccc2)cc1 (stereo unspecified) | -10 | -6 | -4
CC(=O)N1CCN(c2ncccc2CNC(=O)c2cc(-c3ccccc3)n[nH]2)CC1 | 7 | . | -8
COC[C@H]1C[C@H]2C[C@@H](OC)[C@H](N3CC(F)(F)C3)[C@]2(O)CO1 | 2 | -7 | 7
COc1cccc(Cn2c(C(=O)N3CCN(C(=O)Nc4ccc(C(F)(F)F)cc4)C(C)C3)cc3ccoc32)c1 (stereo unspecified) | 6 | -9 | -7
COC(=O)c1ccc(N2CCN(Cc3nc(Cc4cccc(F)c4)no3)CC2)cc1 | 11&-5 | . | -12&6
CCc1ccccc1N1CCN(C(=O)Nc2cccc(Cl)c2)C(C)C1=O (stereo unspecified) | 21 | -8 | -10
CCc1cccc(OCC(O)CNC2CCN(Cc3ccccc3)CC2)c1 (stereo unspecified) | 1 | -11 | -3
COc1ccc(/C=C2/SC(=S)N(CC(=O)O)C2=O)cc1OCc1ccc(Cl)cc1Cl | 9 | -2 | -6
c1ccc(Cc2nc(-c3cccc(Cn4cccn4)c3)n[nH]2)cc1 | -4 | -10 | -5
CC(C)NC(=O)N1CCCCCC1C1CCN(Cc2ccc(C#N)cc2F)CC1 (stereo unspecified) | 8 | . | -9
N#Cc1ccnc(OCC(F)F)c1 | 0 | . | -6
Cc1nc2n(n1)C(=O)C(C(c1ccco1)N1CC(C)OC(C)C1)S2 (stereo unspecified) | 1 | -6 | 0
Cc1cc(NC(=O)c2ccc(S(=O)(=O)N3CCc4ccccc4C3)cc2)n(C)n1 | 0 | . | -6
COc1ccc(-c2cnoc2-c2ccc(OC)cc2O)cc1 | 5 | . | -2
Cn1c(=O)[nH]c(=O)c2c1nc(NC1CCCCC1)n2CC(=O)c1ccccc1 | 14 | . | -10
Cc1csc2nc(-c3ccccc3)cn12 | 18 | . | 6
NC(=O)C[n+]1cccc(/C=N\O)c1 | -1 | . | 17
COCCn1c(-c2ccc(NC(C)=O)cc2)nc2c1c(=O)[nH]c(=O)n2CC(C)C | 0 | -4 | -1
COCCNC(=O)c1coc(CN(Cc2cc(C)ccc2C)C(C)c2ccccc2)n1 (stereo unspecified) | -8 | 0 | 4
CC(c1cccc(-c2ccc3[nH]cc(C(=O)O)c(=O)c3c2)c1)N1CCCC1 (stereo unspecified) | 5 | -1 | -2
CCCS(=O)(=O)N1CCN=C1SCc1cccc([N+](=O)[O-])c1 | 10 | -6 | -7
CC(C)c1noc(CCC(=O)NCC2CCC(C(N)=O)CC2)n1 (stereo unspecified) | -1 | -18 | -9
CCOc1cccc(Oc2ccc(CN3CCCC3)cc2OC)c1 | -2 | . | -3
CCC(=O)Nc1nnc(-c2cc(C)nn2C)o1 | -4 | 0 | -1

Molecules above with an aryl methoxy group:
SMILES | NPYLR7 ag | mcGAS inh | hcGAS lum
CCOC(=O)c1c(C)n(C)c2c1cc(OC)c1ccccc12 | 6 | -6 | -5
COc1cccc(Oc2cnn(C)c(=O)c2Nc2cccc(C(=O)O)c2)c1 | 13 | -7 | -7
COc1ccc(-c2cc(C(=O)NCc3cccc(C(F)(F)F)c3)n3nc(C(C)(C)C)cc3n2)cc1 | 12 | -6 | -8
CCCn1c(=O)c2c(nc3n2CCN3c2ccc(OC)cc2)n(C)c1=O | 0 | . | -13
COc1cc2c(cc1CNC(=O)c1cnn3ccn(C)c13)OCCO2 | -2 | . | 1
COc1cc(NC(=O)Nc2cc(C)on2)c(OC)cc1Cl | 0 | . | -7
COc1ccc(-c2cc(C(=O)NCCCN3CCCCC3C)c(C)n2-c2ccccc2F)cc1 (stereo unspecified) | -12 | -5 | -18
COC(=O)C1=C(C)NC2=C(C(=O)CC(c3ccc(OC)cc3)C2)C1c1cccc2ccccc12 (stereo unspecified) | 17 | -5 | -7
COc1cc(C(=O)NCC2(c3ccccc3)CC2)ccc1C | 0 | . | -9
COc1ccc(C(C)NC(=O)c2cc(Cl)ccn2)c(OC)c1 (stereo unspecified) | -26 | . | -5
COc1cccc(CNC(=O)N2CCC(Cn3cc(CO)nn3)CC2)c1 | 0 | . | -6
COc1ccc(CN2C(=O)CC(C(N)=O)SC2=Nc2ccccc2)cc1 (stereo unspecified) | -10 | -6 | -4
COc1cccc(Cn2c(C(=O)N3CCN(C(=O)Nc4ccc(C(F)(F)F)cc4)C(C)C3)cc3ccoc32)c1 (stereo unspecified) | 6 | -9 | -7
COc1ccc(/C=C2/SC(=S)N(CC(=O)O)C2=O)cc1OCc1ccc(Cl)cc1Cl | 9 | -2 | -6
COc1ccc(-c2cnoc2-c2ccc(OC)cc2O)cc1 | 5 | . | -2
CCOc1cccc(Oc2ccc(CN3CCCC3)cc2OC)c1 | -2 | . | -3

From PubChem

The order is random; any-hit rate near 0.27%.
